Source: PubChem (NCI)
All columns: NCI-60 one-dose screen, growth in % after 48 h at 10 µM unless noted; 100 = growth as untreated, 0 = no growth, -100 = all killed.
SK-MEL-5: SK-MEL-5 melanoma; hit rate 6.4% among 80,000
MDA-MB-435: MDA-MB-435 melanoma | hit rate 7.8% among 82,000
T-47D: T-47D breast cancer. hit rate 5% among 79,000. AID 1794792
SK-MEL-28: SK-MEL-28 melanoma; hit rate 4.1% among 81,000; AID 1794761
BT-549: BT-549 breast cancer | hit rate 4.4% among 78,000
LOX IMVI: LOX IMVI melanoma. hit rate 7.4% among 79,000
SK-MEL-2: SK-MEL-2 melanoma. hit rate 4.7% among 77,000. AID 1794763
HS 578T: HS 578T breast cancer; hit rate 4.1% among 78,000; AID 1794788
Starred values were filed as active, the others as inactive; . = not tested or not shown; & = joins results of further samples; [ ] = remark or other dose. The calls were made as follows: active = growth percent below 10; inactive = the rest.

SMILES	SK-MEL-5	MDA-MB-435	T-47D	SK-MEL-28	BT-549	LOX IMVI	SK-MEL-2	HS 578T
COc1cc(-c2nc(N=Nc3c(O)[nH]c4ccccc34)[nH]c(=O)c2C#N)cc(OC)c1OC	.	105	100	107	105	99	97	93
Cc1c(C)c2c(c(C)c1OCCCC(=O)O)CC[C@@](C)(CCC[C@@H](C)CCC[C@@H](C)CCCC(C)C)O2	100[50 µM]	98[50 µM]	103[50 µM]	101[50 µM]	108[50 µM]	95[50 µM]	107[50 µM]	89[50 µM]
Cc1cn(C2CC(OS(C)(=O)=O)C(COC(c3ccccc3)(c3ccccc3)c3ccccc3)O2)c(=O)[nH]c1=O (centres undefined)	101	99	91	108	104	98	99	111
Cc1ccc([C@H]2c3[nH]c4ccccc4c3C[C@H]3C(=O)N(CCCCCCC(=O)NO)CC(=O)N23)s1	40	45	37	48	91	-93*	85	77
CC1(CO)COC(c2ccc(Cl)cc2)N1 (centres undefined)	103	108	88	113	106	96	.	103
N#CCC(=O)NNS(=O)(=O)c1ccc(Br)cc1	102	103	.	109	112	97	106	106
CS(=O)(=O)c1c(Nc2ccccc2)n[nH]c1N	101	107	104	106	89	90	113	118
Cc1cc(C)c2ccc(NC(=O)c3ccccc3)nc2n1	98	107	79	100	116	90	112	104
C[C@@H]1CN(Cc2ccc(F)cc2)[C@@H](C)CN1C(=O)c1cc2c(C(=O)C(=O)N(C)C)cn(C)c2cc1Cl	88	96	26	120	70	99	.	.
CCOC(=O)c1cc2c(n1C)-c1c(cc(S(=O)(=O)c3ccccc3)c(=O)n1C)CCC2	100	98	86	120	95	92	96	95
COc1cc2cc3c(nc2cc1OC)CCN3Cc1ccc(NC(=O)Nc2ccc(F)cc2F)cc1	86	89	52	96	77	89	88	100
COc1ccc(-c2nc(SCC(=O)c3ccc(Cl)cc3)[nH]c(=O)c2C#N)cc1	96	94	93	107	94	91	100	80
O=C(NC(=S)Nc1cc(-c2cccs2)[nH]n1)c1ccco1	86	94	96	100	85	93	107	77
CCCCCCCCCCCCCCCCCCSC1=CC(=O)c2ccccc2C1=O	104	106	111	120	126	93	93	117
CCN(CC)CCCOC(=O)Nc1ccccc1Cl	105	105	106	116	111	98	101	121
C1=C\CCCCN2CC[C@H]3[C@H](CCCC/C=C\CCCN4C[C@@H](CCCCC/1)C[C@@H]3C4)C2	71	-70*	71	-90*	90	65	.	9.6*
O=C(CCN1C(=O)/C(=C/c2ccc(O)cc2)SC1=S)Nc1cccc(O)c1	95	93	102	91	87	96	115	94
CCOC(=O)C1=C(C)N=C2Sc3cc(Cl)ccc3N2C1c1ccccn1 (centres undefined)	75	101	88	108	89	97	102	105
O=C1NC(=O)C2(N1)c1ccccc1-c1ccccc12	104	105	101	114	101	99	105	.
Cc1[nH]nc2ccc3nc(-c4ccc5[nH]ncc5c4)c4c(c3c12)CCCC4	10	3.4*	24	.	19	30	-15*	-6.4*
C=C1C(=O)O[C@H]2[C@H]1CC/C(Cn1cc(CNCCc3c[nH]c4ccc(OC)cc34)nn1)=C\CC[C@@]1(C)O[C@@H]21	103	97	.	98	94	95	98	102
O=C(c1ccccc1O)N1CCCCC1	109	109	81	102	99	104	101	118
C=CCC1CCCCC1=O (centres undefined)	100	114	116	111	100	100	88	115
C#CCOC(=O)c1c(Cl)c(Cl)c(C(=O)OCC#C)c(Cl)c1Cl	87	81	52	96	87	87	93	88
CC(C)c1ccc(S(=O)(=O)NC(=O)NC2CCCC2)cc1	101	100	99	103	100	98	110	103
CCOC(=O)C1C(=O)C=C(c2ccc3c(c2)OCO3)CC1c1sc(N(C)Cc2ccccc2)nc1Cl (centres undefined)	99	98	89	86	98	100	93	62
Cn1c(N2CCOCC2)nc(-c2ccc([N+](=O)[O-])cc2)c(C#N)c1=O	109	104	144	96	105	107	104	90
Cc1ccc(C)c2c(Cl)c3c(C)ccc(C)c3nc12	96	98	75	104	98	97	100	99
CCN(CC)S(=O)(=O)c1ccc(N)cc1	99	116	102	103	104	98	102	110
COc1c(O[C@@H]2OC(C)[C@@H](O)[C@H](O)C2O)cc2oc3cc(O)c(CC=C(C)C)c(O)c3c(=O)c2c1CC=C(C)C (some centres undefined)	87	87	58	100	85	74	96	86
C#CCC[C@H](N)C(=O)O	103[20 µM]	101[20 µM]	103[20 µM]	102[20 µM]	103[20 µM]	102[20 µM]	105[20 µM]	116[20 µM]
Cc1ccc(-c2csc(NC(=O)COCc3c(-c4ccccc4)no[n+]3[O-])n2)cc1	100	112	103	111	124	94	103	97
COc1ccc(C(=O)/C=C/c2cccs2)c(O)c1	104	105	84	113	110	100	107	119
C#C[C@]1(O)CC[C@H]2[C@@H]3CC=C4c5sc(NCc6ccccc6)nc5CC[C@]4(C)[C@H]3CC[C@@]21C	58	82	66	13	18	-5.7*	-18*	-4.8*
CCCCCCCCCC1OC(C)CC(C)O1 (centres undefined)	99	108	110	107	114	101	105	107
C/C=C1\C[C@]23CC[C@]4(C)[C@H](CC[C@@H]5[C@@]6(C)CC[C@H](O)C(C)(C)[C@@H]6CC[C@]54C)[C@H]2[C@H](C)C1(C)OC3	103	100	91	108	99	106	111	104
CC1OC(n2c3ccccc3c3c4c(c5c6ccccc6[nH]c5c32)C(=O)N(CCN[C@H]2CCC[C@@H]2N)C4=O)CC(O)C1O (some centres undefined)	24	29	29	69	47	20	74	52
COc1ccc(C(C)=O)cc1S(=O)(=O)Nc1c(N)nc(SC)[nH]c1=O	100	98	116	109	117	96	111	97
COc1cc2c(cc1OC)C1=NN(C(=O)Nc3ccc(F)cc3)C(c3ccc(F)cc3)C1C2 (centres undefined)	101	101	96	110	110	100	112	.
CC(C)(C)OC(=O)NC1CCN(c2ccc3nnc(Cl)n3n2)CC1	98	100	99	104	138	97	110	108
O=S(=O)(O)c1ccc(N=Nc2ccccc2)cc1	85	107	89	112	108	95	.	98
CCCCCC(=O)Oc1ccc(/C(=C(\C)c2ccccc2)c2ccc(OCCCN(C)C)cc2)cc1	104	103	70	115	104	105	120	97
CCCCN(CCCC)C(=O)C(Cl)Cl	101	101	91	108	101	103	115	106
CSc1nc(N)n(/N=C(\C)c2cccc(N)c2)c(=O)c1C#N	100	108	97	103	99	.	113	108
CC(C)(CCc1ccccn1)C(=O)CCCc1ccccn1	104	109	95	115	105	94	99	111

Gathered by group, the compounds so far with two or more sulfur atoms.
SMILES	SK-MEL-5	MDA-MB-435	T-47D	SK-MEL-28	BT-549	LOX IMVI	SK-MEL-2	HS 578T
O=C(NC(=S)Nc1cc(-c2cccs2)[nH]n1)c1ccco1	86	94	96	100	85	93	107	77
O=C(CCN1C(=O)/C(=C/c2ccc(O)cc2)SC1=S)Nc1cccc(O)c1	95	93	102	91	87	96	115	94
COc1ccc(C(C)=O)cc1S(=O)(=O)Nc1c(N)nc(SC)[nH]c1=O	100	98	116	109	117	96	111	97

Going on with the list:
SMILES	SK-MEL-5	MDA-MB-435	T-47D	SK-MEL-28	BT-549	LOX IMVI	SK-MEL-2	HS 578T
O=c1c2c3c(sc2n2c(-c4cn(-c5ccccc5)nc4-c4ccc(Cl)cc4)nnc2n1Cc1ccccc1)CCCC3	96	103	82	105	103	72	98	97
CNC(=S)N(C)N	106	106	97	100	.	110	103	.
NNC(=O)Oc1c(Cl)cc(Cl)cc1[N+](=O)[O-]	103	107	99	108	.	98	103	104
CCC(=O)Oc1cc(Cl)c(Cl)cc1Cl	105	107	101	104	102	105	103	97
COc1cc(O)c(C)c(O)c1	107	108	83	105	97	97	108	105
N#Cc1c(-c2ccc(F)cc2)nc(SCc2ccc([N+](=O)[O-])cc2)[nH]c1=O	88	109	77	105	93	86	99	94
N#Cc1c(-c2ccc(Br)cc2)cc(-c2ccccc2)[nH]c1=O	92	110	94	108	81	88	85	95
O=C(NNC(=O)c1ccc(NC(=O)c2ccccn2)cc1)Nc1ccccc1	103	105	103	106	98	103	103	81
O=c1cc(Cc2ccccc2)[nH]c(=S)[nH]1	114	114	100	100	113	99	100	112
COc1ccc(C2NCCc3c2[nH]c2ccccc32)cc1CN1CCN(c2ccc(F)cc2)CC1 (centres undefined)	-41*	38	55	68	70	2.5*	64	92
CC(C)(C)c1nn(-c2ccccc2)c2c1COCN2Cc1ccc(C(F)(F)F)cc1	95	104	85	97	134	90	92	93
COc1ccccc1/C=N/NC(=O)CSc1nc2ccccc2c(=O)n1CCc1ccc(S(N)(=O)=O)cc1	42	52	40	63	66	30	53	69
NCCCNCCSP(=O)(O)O	109&105&102	106&111&103	99&102&117	118&123&106	95&109&102	94&109&96	97&105&115	105&104&121
O=c1cc(-c2ccc(OCc3ccccc3)cc2)oc2c(I)c(OCc3ccccc3)cc(OCc3ccccc3)c12	85	102	104	107	101	101	113	88
CC1=C(C(=O)Nc2ccccc2)C(c2ccc3c(c2)OCO3)NC(=O)N1 (centres undefined)	102	118	108	116	96	93	103	97

Individual results from the list.
NCCCNCCSP(=O)(O)O in SK-MEL-28 shows 118&123&106
COc1ccccc1/C=N/NC(=O)CSc1nc2ccccc2c(=O)n1CCc1ccc(S(N)(=O)=O)cc1 in LOX IMVI shows 30
CC(C)(C)c1nn(-c2ccccc2)c2c1COCN2Cc1ccc(C(F)(F)F)cc1 in LOX IMVI shows 90
O=C(NNC(=O)c1ccc(NC(=O)c2ccccn2)cc1)Nc1ccccc1 in LOX IMVI shows 103
NNC(=O)Oc1c(Cl)cc(Cl)cc1[N+](=O)[O-] in LOX IMVI shows 98
N#Cc1c(-c2ccc(Br)cc2)cc(-c2ccccc2)[nH]c1=O in LOX IMVI shows 88
N#Cc1c(-c2ccc(F)cc2)nc(SCc2ccc([N+](=O)[O-])cc2)[nH]c1=O in T-47D shows 77

(list continues)
SMILES	SK-MEL-5	MDA-MB-435	T-47D	SK-MEL-28	BT-549	LOX IMVI	SK-MEL-2	HS 578T
COc1cc(C2CC(c3ccc(SC)cc3)=NN2C(C)=O)cc(OC)c1OC (centres undefined)	70	-28*	72	75	36	62	66	80
O=C(NNc1ccccc1)c1ccccc1	100&99	69	37&56	108&90	72&105	53&58	50&82	99&91
NC(N)=NC(N)=Nc1cc2ccccc2c2ccccc12	46	69	30	56	36	17	5.6*	46
C=CCNc1ncnc2c1cnn2C	113	102	108	116	98	99	102	112
Oc1ccc(N=Nc2nccs2)c(O)c1	88	64	58	118	.	40	98	80
Cc1ccc(C(=O)NC(=S)N2CCN(c3ncnc4c3cnn4-c3ccccc3)CC2)cc1	29	67	33	73	70	48	75	67
CNC(C)=O	102	105	.	101	76	95	104	.
Nc1ccc(S(=O)(=O)Nc2ccc(S(=O)(=O)O)c3ccccc23)cc1	113	110	109	124	92	97	115	119
Cn1c(=O)c(C#N)c(-c2ccccc2)n2c(=S)[nH]nc12	93	93	92	93	80	99	75	126
COc1ccccc1[P+](CO)(c1ccccc1OC)c1ccccc1OC	75	96	79	101	89	97	100	95
N#Cc1c(C(F)(F)F)cc(NCc2ccccn2)n2c1nc1ccccc12	88	98	81	105	98	.	93	105
CCOC(=O)/C(C#N)=C\Nc1ccc2ncnc(Nc3ccc(Cl)cc3Cl)c2c1	78	76	59	109	90	87	110	75
O=c1nc(-c2ccc(Cl)cc2Cl)cc(-c2ccco2)[nH]1	89	86	81	113	98	92	106	101
Nc1nc2c(s1)Nc1cc(Cl)c(Cl)cc1NC2=O	98	102	94	101	94	96	103	103
CCOc1nc(-c2ccccc2)cc2c(O)c(C(=O)N/N=C/c3ccccc3)[nH]c(=O)c12	102	123	110	114	167	109	37	104
CCOC(=O)c1ccc(Cc2ccc(C(=O)OCC)o2)o1	102	97	90	107	107	93	109	98
COc1cc(-c2nn(-c3ccccc3F)cc2CO)ccc1O	90	105	76	108	86	93	100	101
COc1ccc(-c2nc(C#N)c(NCC(c3ccccc3OC)N(C)C)o2)cc1 (centres undefined)	60	95	92	98	95	66	96	86
O=C(NCCc1ccccn1)OCc1nc2nc(Cl)nc(N3CCOCC3)c2[nH]1	-11*	12	33	42	8.2*	-50*	-16*	17
CCCCCC1(C(OC)OC)NC(=O)NC1=O (centres undefined)	102	102	88	108	96	101	84	98
Cc1ccc2cc(-c3nc4ccccc4o3)c(Cl)nc2c1Cl	98	111	93	113	119	89	97	103
CCOC(=O)c1noc2c1CCc1cn(Cc3cccc(OC)c3)cc1-2	101	103	89	104	107	93	69	99
CCOC(=O)c1nnn(C(Cc2ccccc2Cl)C(=O)OCC)c1C (centres undefined)	101	105	98	111	107	104	107	94
O=C(O)/C=C/C(=O)c1ccc(Cl)cc1	107	121	96	115	98	105	109	119
COC1CC(N)C(O)C(C)O1 (centres undefined)	102	111	91	106	103	95	90	111
N#Cc1ccc(-c2ccc(OCCCCN3CCCCC3)cc2)cc1	71	106	75	106	96	89	90	90
COC(=O)C1(C)CC1(c1ccccc1)c1ccccc1 (centres undefined)	99	103	89	107	92	98	99	101
COc1ccc(C(=O)CSc2nc(-c3cnccn3)cc(-c3cccs3)c2C#N)cc1	89	85	96	87	.	90	100	75
O=C(/C=C/c1ccccc1)c1ccc(B(O)O)cc1	103	100	90	99	97	84	90	94
O=c1oc2c(cnc3ccccc32)cc1-c1ccccc1	104	100	76	105	108	101	105	101

Exported with values under each structure: 2 of the compounds above
The line under a structure holds: SK-MEL-5, MDA-MB-435, T-47D, SK-MEL-28, BT-549, LOX IMVI, SK-MEL-2, HS 578T
> COc1cc(-c2nn(-c3ccccc3F)cc2CO)ccc1O
→ 90, 105, 76, 108, 86, 93, 100, 101
> COc1ccc(-c2nc(C#N)c(NCC(c3ccccc3OC)N(C)C)o2)cc1 (centres undefined)
→ 60, 95, 92, 98, 95, 66, 96, 86

Carrying on:
SMILES	SK-MEL-5	MDA-MB-435	T-47D	SK-MEL-28	BT-549	LOX IMVI	SK-MEL-2	HS 578T
Nc1nc(N)c2c(n1)CCCC2	103	107	99	111	106	100	83	99
CC(C)(C)c1cc(C(=O)N2CCC[C@H]2C(=O)NCCN)cc(C(C)(C)C)c1	96	104	94	108	97	95	71	93
CCCCCCCCCCC(CO)CCCCCCCC (centres undefined)	102	113	100	100	108	99	123	108
COc1cc(-c2nc(SCCC(C)C)nc(Nc3ccc(O)cc3)c2C#N)cc(OC)c1OC	107	101	109	105	105	102	104	107
